Screens (PubChem)
UGM FP inh – M. tuberculosis UGM enzyme inhibitors, primary screen, biochemical, fluorescence polarization, single point | UDP-galactopyranose mutase (Mycobacterium tuberculosis (strain ATCC 25618 / H37Rv)), … | purified UGM, fluorescence polarization probe displacement | inhibition, % at 10 µM | 320,000 compounds, 0.06% hits | AID 504406, 2011; in the data active = inhibition above about 10%, passing the limit was not always enough; inconclusive = no clear call, values can overlap the other calls
Target sequence (P9WIQ1 whole entry, looked up): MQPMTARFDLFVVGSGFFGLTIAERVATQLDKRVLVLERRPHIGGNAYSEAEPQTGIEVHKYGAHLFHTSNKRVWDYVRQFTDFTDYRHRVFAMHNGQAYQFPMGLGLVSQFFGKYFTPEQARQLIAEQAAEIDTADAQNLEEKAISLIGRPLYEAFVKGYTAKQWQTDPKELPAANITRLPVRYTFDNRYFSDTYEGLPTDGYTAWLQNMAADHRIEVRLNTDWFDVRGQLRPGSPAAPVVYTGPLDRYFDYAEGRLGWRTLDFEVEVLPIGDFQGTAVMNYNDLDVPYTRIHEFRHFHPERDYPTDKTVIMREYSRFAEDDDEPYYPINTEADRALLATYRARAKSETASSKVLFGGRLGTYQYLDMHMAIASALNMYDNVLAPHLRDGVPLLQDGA
PrPC surface inh – inhibitors of human cell surface prion protein PrPC, primary screen, cell-based, TR-FRET | TR-FRET read-out | inhibition, % at 13.8 µM | Major prion protein (Homo sapiens), P04156 | 370,000 compounds, 0.43% hits; in the data active = inhibition above about 24%; note: 0% = median of the test wells and 100% = reference compound wells
FadD28 FP inh – inhibitors of FadD28 bisubstrate probe binding, primary screen, biochemical, fluorescence polarization, single point. Mycobacterium tuberculosis FadD28 fatty-acid-AMP ligase. inhibition, % at 12.5 µM. 360,000 compounds, 0.22% hits. AID 588549, 2011; in the data active = inhibition above about 8.5%, passing the limit was not always enough; inconclusive = no clear call, values can overlap the other calls
Mtb FBA inh – Mtb FBA enzyme inhibitors, primary screen, biochemical, fluorescence, strain H37Rv | purified M. tuberculosis FBA, fluorescence read-out | inhibition, % at 1 µM | 360,000 compounds, 2.3% hits; in the data active = inhibition above about 27%;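 note: 0% = vehicle and 100% = reference inhibitor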
Target sequence (P9WQA3 whole entry, looked up): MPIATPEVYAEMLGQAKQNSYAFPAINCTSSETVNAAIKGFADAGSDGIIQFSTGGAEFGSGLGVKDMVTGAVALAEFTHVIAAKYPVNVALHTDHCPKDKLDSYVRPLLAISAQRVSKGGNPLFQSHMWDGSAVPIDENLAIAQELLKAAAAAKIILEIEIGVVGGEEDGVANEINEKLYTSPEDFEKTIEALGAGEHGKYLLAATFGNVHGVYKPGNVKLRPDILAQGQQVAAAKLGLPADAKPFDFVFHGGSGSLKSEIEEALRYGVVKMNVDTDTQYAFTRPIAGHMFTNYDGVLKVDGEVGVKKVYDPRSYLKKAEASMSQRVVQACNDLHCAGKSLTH
BoNT-F LC inh – BoNT/F light chain protease inhibitors, primary screen, biochemical, flow cytometry, MLPCN library; Multiplex microsphere protease cleavage assay; inhibition, % at 10 µM; 360,000 compounds, 0.22% hits; AID 588497, 2011; in the data active = inhibition above about 35%, passing the limit was not always enough; inconclusive = no clear call, values can overlap the other calls; note: plate controls were buffer without enzyme for full effect and enzyme alone for no effect
CCHFV vOTU inh – CCHFV vOTU protease inhibitors, primary screen, biochemical, Pep-AMC substrate, fluorescence; Crimean-Congo hemorrhagic fever virus L polyprotein viral ovarian tumor (vOTU) protease …; inhibition, % at 11.5 µM; 370,000 compounds, 0.55% hits; AID 651958, 2012; note: 0% = vehicle wells with enzyme and 100% = no enzyme wells
GDH-TPI counter – GDH-TPI coupling enzyme inhibitors, primary screen, artefact control for M. tuberculosis FBA inhibitor project, biochemical, absorbance, full deck; GDH-TPI coupled enzyme counterscreen, NADH absorbance; inhibition, % at 4.8 µM; 360,000 compounds, 1.2% hits; AID 588335, 2011;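 note: 0% = DMSO wells and 100% = wells lacking the enzyme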
BoNT-A LC inh2 – BoNT/A light chain protease inhibitors, primary screen, biochemical, flow cytometry, MLPCN library; Botulinum neurotoxin type A light chain protease (Clostridium botulinum A str. ATCC 3502); multiplex microsphere protease substrate cleavage; inhibition, % at 10 µM; 360,000 compounds, 0.17% hits; AID 588499, 2011; in the data active = inhibition above about 30%; inconclusive = no clear call, values can overlap the other calls; note: plate controls were buffer without enzyme for full effect and enzyme alone for no effect
BioA inh – M. tuberculosis BioA enzyme inhibitors, primary screen, biochemical, plate reader, single point, HTS | AID 602481, 2012 | inhibition, % at 9.99 µM | 7,8-diaminopelargonic acid synthase BioA (Mycobacterium tuberculosis) | purified M. tuberculosis BioA enzyme | 360,000 compounds, 0.096% hits; in the data active = inhibition above about 40%; inconclusive = no clear call, values can overlap the other calls
* = called active by the depositor; ? = inconclusive; . = not tested or not shown; & = joins results of further samples. Cut-off read from the data, not from the text of the source, unless noted: active = inhibition above about 30%; inactive = the rest.

SMILES | UGM FP inh | PrPC surface inh | FadD28 FP inh | Mtb FBA inh | BoNT-F LC inh | CCHFV vOTU inh | GDH-TPI counter | BoNT-A LC inh2 | BioA inh
CCN(CC)c1ccc(C(=O)O)cc1 | 0.9 | 1 | -1.3 | 0 | 2 | 3 | 0 | -0.4 | .
CC(O)c1nc2ccccc2n1Cc1ccccc1 (configuration not stated) | 0.7 | 10 | -0.1 | 1 | ? | 1 | -2 | -1.2 | -0.1
CCn1c(Cc2ccccc2)nnc1SCC(=O)Nc1ccccc1 | 2.5 | -1 | -1.5 | -2 | 0 | 1 | 2 | -0.1 | 7.1
CC(C)(C)c1ccc(C(=O)OC/C(O)=C(\C#N)c2nc3ccccc3s2)cc1 | 0.6 | 0 | -1.8 | 0 | -11 | 12 | 24 | -1.3 | .
O=C(COC(=O)CCC(=O)c1ccc(F)cc1)Nc1nnc(-c2ccccc2)o1 | -1.3 | 3 | 0.2 | 0 | -1 | 19 | 4 | -1.5 | -2.4
COc1ccc(-c2nc3ccccc3c(=O)n2-c2ccc(OC)cc2)cc1 | 0.1 | -9 | -6.2 | -2 | -4 | 1 | 2 | -0.5 | .
CC(C)(C)N=C1NN=C(c2ccc(Cl)cc2)CS1 | -1.3 | 1 | -1.8 | 2 | -12 | -9 | 2 | 0.0 | .
COCC(C)NC(=O)C(C)N1c2cccc3cccc(c23)S1(=O)=O (configuration not stated) | 1.6 | -9 | -1.8 | 9 | 4 | -21 | 6 | 1.5 | -0.8
CN1CCN(c2nc3c(c(=O)[nH]c(=O)n3C)n2Cc2ccc([N+](=O)[O-])cc2)CC1 | -0.7 | -15 | 0.9 | 3 | -20 | -10 | 2 | -3.4 | 2.4
COc1ccc(S(=O)(=O)N(C)C)cc1NC(=O)COC(=O)CC1CCCC1 | -3.2 | 6 | 0.0 | 2 | -4 | -5 | -5 | 0.0 | .
CCc1ccc(C2NC(=O)c3ccccc3O2)cc1 (configuration not stated) | 2.0 | 5 | -1.5 | 4 | -1 | -3 | 4 | -0.5 | -1.8
Cc1nnc(SCC(=O)Nc2ccc(Oc3ccccc3)cc2)n1N | 4.9 | 0 | -5.1 | -10 | -13 | 4 | -2 | -0.8 | 1.6
C[C@@H]1CN([C@@H](C)CO)C(=O)c2cccc(NC(=O)C3CCCCC3)c2O[C@@H]1CN(C)Cc1ccc(Cl)c(Cl)c1 | -0.8 | -1 | -4.9 | 0 | -10 | -4 | 1 | -1.0 | 25&0.7
O=S(=O)(NCC(c1ccco1)N1CCN(c2ccc(F)cc2)CC1)c1ccc2c(c1)OCCO2 (configuration not stated) | 2.9 | 1 | 1.0 | -10 | -1 | -14 | -3 | -1.0 | .
COc1ccc(NC(=O)CCCNC(=O)c2ccc(Cl)cc2)cc1S(=O)(=O)N1CCOCC1 | . | -4 | 0.3 | 0 | -4 | 2 | 8 | -0.8 | 5.0
CCCc1nc(N)c(C#N)c(-c2cccnc2)c1CC | -2.7 | 0 | -0.6 | 5 | -12 | 4 | 19 | -0.5 | -0.7
CC(C)CN1CCC(=O)NC1=S | . | 7 | -0.4 | 0 | 0 | -8 | 6 | -0.1 | 0.3
O=C(Nc1ccc(F)cc1)Nc1nnc(-c2ccncc2)s1 | 2.3 | 4 | 0.1 | 1 | -4 | -5 | 35* | 0.4 | -0.9
COc1ccc2nc(N3CCCC3)[nH]c2c1 | -0.4 | -7 | -2.0 | -3 | -2 | -11 | -10 | ? | -0.2
Cc1ccc(S(=O)(=O)C(C#N)c2nc3ccccc3nc2OCCO)cc1 (configuration not stated) | 0.3 | 6 | -0.4 | 5 | -2 | 9 | 14 | 0.0 | .
CCOC(=O)CC(=O)CSc1nc2c(sc(=S)n2-c2ccccc2)c(=O)[nH]1 | 1.0 | -3 | -4.4 | -2 | 3 | 7 | 30 | ? | 1.9
CCN1CCN(S(=O)(=O)c2ccc(Cl)c(C(=O)N(C)C(c3ccccc3)c3ccccc3)c2)CC1 | -1.2 | -4 | 2.1 | 0 | 6 | 8 | -4 | 1.2 | 0.3
COCc1cc(OC(=O)N(C)C)nc2c1c(C)nn2C | -1.8 | -5 | -1.0 | 21 | 6 | -4 | -6 | 0.2 | .
Cc1cccc(OCC(O)Cn2c(=N)n(CCN3CCCCC3)c3ccccc32)c1 (configuration not stated) | 0.2 | -15 | -3.3 | 1 | -17 | -5 | 4 | -2.1 | .
CCOc1ccc(N(CC(=O)NCc2ccccc2)S(C)(=O)=O)cc1 | -1.9 | 6 | -16 | -1 | 1 | -11 | -6 | -0.5 | -0.1
COc1cccc(COC(=O)C2CCN(S(=O)(=O)c3cccs3)CC2)c1OC | 1.9 | 6 | -0.3 | -1 | 5 | -4 | 0 | -0.6 | -1.6
O=C(CC1C(=O)NCCN1C/C=C/c1ccccc1)NCCc1cnccn1 (configuration not stated) | -3.0 | 3 | -0.4 | 2 | -5 | -7 | 6 | 0.9 | -0.9
CCCNC(=O)C1(C)CCCN(C(=O)c2cccc(OC(C)=O)c2C)C1 (configuration not stated) | . | 0 | -0.8 | 0 | 0 | 1 | 8 | 0.6 | 0.2
CC1(OC(=O)CCc2ccccc2)C(=O)C=C2C=C(c3ccc(C#N)cc3)N(C3CCCCC3)C=C2C1=O (configuration not stated) | 2.7 | 3 | -0.7 | -2 | -32 | 15 | 10 | 5.5 | -1.5
COc1cc(CNCCc2ccccc2)cc(Br)c1OCC(=O)Nc1ccccc1C | -1.0 | 12 | -14 | 2 | -12 | 6 | 4 | 0.6 | .
Cc1ccc(NC(=O)CN(C)CC(=O)Nc2ccc(F)c(Cl)c2)cc1 | 0.9 | 2 | -4.0 | 1 | 1 | 9 | -1 | 0.1 | 6.2
Cc1nc(NCCCn2ccnc2)c2ccccc2n1 | -1.4 | -5 | -3.2 | -1 | -2 | 0 | 17 | -1.4 | .
Cc1nc2ccccn2c1C(=O)N/N=C/c1ccc(F)cc1 | -1.2 | 3 | 1.2 | 4 | -11 | 2 | 30 | -2.4 | 3.9
O=C(CC(Nc1ccccc1)c1ccccc1)C1CC1 (configuration not stated) | 0.5 | -3 | 1.5 | -1 | -8 | -14 | -3 | 0.5 | .
CC(=O)n1cc([C@@H]2C=C(C(=O)N3CCN(Cc4ccccc4)CC3)O[C@H](OCc3ccc(CO)cc3)C2)c2ccccc21 | 0.4 | -3 | -2.1 | 3 | -6 | -2 | 2 | -0.8 | -6.2
C[C@H](CO)N1C[C@H](C)[C@@H](CN(C)C(=O)Nc2ccc3c(c2)OCO3)Oc2c(NS(=O)(=O)c3ccccc3)cccc2C1=O | 1.7 | 0 | 2.7 | 5 | 6 | -1 | 0 | 0.3 | 10&-0.3
CCCC(=O)Nc1c(C)n[nH]c1C | -1.3 | 1 | -0.4 | 2 | 6 | -10 | 7 | 0.6 | -1.1
CC1Sc2ccc(C(=O)O)cc2NC1=O (configuration not stated) | -1.5 | 0 | 0.1 | 1 | ? | 7 | 5 | -5.6 | 1.2
Cc1csc(NC(=O)Cc2ccccc2[N+](=O)[O-])n1 | 0.9 | 3 | -0.1 | -2 | -11 | -5 | 0 | -1.4 | .
CC(C)CCn1c(=O)c2sccc2n2c(CCCC(=O)N3CCN(c4ccccn4)CC3)nnc12 | 3.2 | 4 | -3.0 | 5 | 4 | -4 | -4 | 1.5 | -1.1
CS(=O)(=O)c1nc(-c2ccccc2)cc(C(F)(F)F)n1 | 5.3 | 29* | -3.4 | 3 | -3 | 25 | 3 | -0.5 | 2.9
COc1ccc(/C=C2\C(=O)NC(=S)N2C(=O)c2ccc(F)cc2)cc1 | -2.8 | -2 | 3.4 | -4 | -3 | 0 | 16 | 0.4 | 1.1
O=C(CSc1nc2[nH]ncc2c(=O)[nH]1)Nc1ccc(Cl)c(Cl)c1 | 0.4 | 6 | -7.1 | 2 | 10 | -2 | -10 | 1.6 | .
CCN(CC)c1ccc(/C=C2/C(=O)c3ccc(C(=O)O)cc3C2=O)cc1 | -20 | -8 | 18* | -16 | -4 | -1 | 0 | 2.1 | .
N/C(Cc1ccc([N+](=O)[O-])cc1)=N\OC(=O)C1CCCCC1 | 0.6 | -3 | -0.9 | 0 | -9 | 7 | 4 | -0.1 | -0.1

Seven entries from above, in markdown:
| SMILES | UGM FP inh | PrPC surface inh | FadD28 FP inh | Mtb FBA inh | BoNT-F LC inh | CCHFV vOTU inh | GDH-TPI counter | BoNT-A LC inh2 | BioA inh |
| --- | --- | --- | --- | --- | --- | --- | --- | --- | --- |
| N/C(Cc1ccc([N+](=O)[O-])cc1)=N\OC(=O)C1CCCCC1 | 0.6 | -3 | -0.9 | 0 | -9 | 7 | 4 | -0.1 | -0.1 |
| CS(=O)(=O)c1nc(-c2ccccc2)cc(C(F)(F)F)n1 | 5.3 | 29* | -3.4 | 3 | -3 | 25 | 3 | -0.5 | 2.9 |
| Cc1nc(NCCCn2ccnc2)c2ccccc2n1 | -1.4 | -5 | -3.2 | -1 | -2 | 0 | 17 | -1.4 | . |
| CCN(CC)c1ccc(/C=C2/C(=O)c3ccc(C(=O)O)cc3C2=O)cc1 | -20 | -8 | 18* | -16 | -4 | -1 | 0 | 2.1 | . |
| O=C(CSc1nc2[nH]ncc2c(=O)[nH]1)Nc1ccc(Cl)c(Cl)c1 | 0.4 | 6 | -7.1 | 2 | 10 | -2 | -10 | 1.6 | . |
| C[C@H](CO)N1C[C@H](C)[C@@H](CN(C)C(=O)Nc2ccc3c(c2)OCO3)Oc2c(NS(=O)(=O)c3ccccc3)cccc2C1=O | 1.7 | 0 | 2.7 | 5 | 6 | -1 | 0 | 0.3 | 10&-0.3 |
| CCCC(=O)Nc1c(C)n[nH]c1C | -1.3 | 1 | -0.4 | 2 | 6 | -10 | 7 | 0.6 | -1.1 |

(list continues)
SMILES | UGM FP inh | PrPC surface inh | FadD28 FP inh | Mtb FBA inh | BoNT-F LC inh | CCHFV vOTU inh | GDH-TPI counter | BoNT-A LC inh2 | BioA inh
COc1ccccc1C(=O)N/C(=C\c1ccccc1)C(=O)NC(C)C(=O)O (configuration not stated) | 1.3 | 5 | -0.2 | 2 | -11 | 9 | 4 | -0.8 | 0.7
COCCN(C(=O)CSc1nnc(-c2ccccc2F)n1N)c1c(N)n(Cc2ccccc2)c(=O)[nH]c1=O | -0.7 | 3 | -1.8 | 4 | 7 | -3 | 10 | -0.2 | 3.3
CCCNC(=O)C1(C)CCCN(C(=O)c2ccc(F)cc2Cl)C1 (configuration not stated) | . | 6 | -0.7 | -1 | -3 | -1 | 1 | 0.2 | -0.3
N#Cc1cccnc1N1CCN(C(=O)c2ccc3c(c2)S(=O)(=O)c2ccccc2C3=O)CC1 | -0.5 | -17 | -2.9 | -2 | -2 | -6 | 4 | -1.3 | -0.1
COc1ccc(NC(=O)C(c2ccc(C)cc2)N(C)C(=O)c2ccc(=O)[nH]c2)cc1 (configuration not stated) | 0.8 | -3 | -2.8 | 3 | -1 | 18 | 1 | -0.1 | 0.3
O=[N+]([O-])c1ccc(N/N=C/c2cccc(O)c2O)cc1 | -1.0 | -24 | -4.1 | -12 | -36 | 17 | 10 | -1.7 | 0.0
O=C(COC(=O)c1n[nH]c2ccccc12)c1ccc(F)c(F)c1 | 0.5 | 1 | -3.6 | 1 | -2 | 5 | -4 | 1.4 | 0.5
O=[N+]([O-])c1cc(S(=O)(=O)N2CCCCCC2)ccc1F | -1.4 | -7 | -3.4 | -6 | -3 | -10 | 8 | 0.0 | .
CC1(C)CCCN(Cc2c(O)ccc3c(=O)c(-c4nc5ccccc5s4)c(N)oc23)C1 | 1.0 | 6 | -5.9 | 12 | -4 | -11 | 0 | -1.1 | .
